From PubChem BioAssay
GRP78 ERSR act = qHTS for Inducers of the Endoplasmic Reticulum Stress Response (ERSR) in Human Glioma: qHTS. U87-MG GRP78 promoter luciferase reporter, 16 h. Potency, µM, inactives show at the top dose activation, hits mostly activators. 0.02% of 420,000 active. AID 602332, 2012; note: potency is the fitted concentration of half-maximal effect; series mostly up to about 76 µM; % of control where 0% means no effect; nearly all actives have a fitted effect of over 35% in size
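Stably transfected U87-MG human glioma cells carrying a GRP78-based luminescent sensor were seeded at 1000 cells/well, pin-dosed with compounds and incubated 16 h. Luciferase reagent was then added, and end-point luminescence was read after 10 min at room temperature.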
D1 antagonist = Antagonist of Human D 1 Dopamine Receptor: qHTS. D(1A) dopamine receptor (Homo sapiens), P21728. HEK293 TREx D1 cells, calcium flux, dopamine EC80; active compounds read low. activity change, negative = inhibition, % at 10 µM. 3.2% of 360,000 active. AID 504652, 2011; in the data active = activity change below about -30%; note: % is set by controls: 0 for no effect and ±100 for the full control effect
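HEK293 T-REx cells expressing inducible, force-coupled D1 receptor; no-wash Ca dye, 30–90 min RT. Cmpd → 180 s read at 1 Hz → EC80 DA → 180 s read.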
Vif-A3F inh = qHTS for Inhibitors of Vif-A3F Interactions: qHTS. HeLa A3F-eYFP + Vif (tagged APOBEC3F with the HIV-1 protein that degrades it), YFP fluorescence increase. Potency, µM (highest dose often 46.1 µM), inactives show at the top dose activity, negative = active. 0.2% of 390,000 active; note: potency is the fitted concentration of half-maximal effect; % of control where 0% means no effect; nearly all actives have a fitted effect of over 65% in size
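Fluorescence increase (Ex 488/Em 500-530) after overnight compound treatment at 37 deg C flags inhibition of Vif-driven A3F-eYFP loss in stable HeLa A3F-eYFP/Vif cells seeded overnight beforehand.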
D1 potentiator = Potentiators of Human D1 Dopamine Receptor: qHTS. D(1A) dopamine receptor (Homo sapiens), P21728. HEK293 TREx D1 cells, calcium flux, dopamine EC20 potentiation. 0.036% of 360,000 active. potentiation, % at 10 µM; in the data active = potentiation above about 30%; note: 0% is about no effect
Vif-A3G inh = qHTS for Inhibitors of Vif-A3G Interactions: qHTS | HeLa A3G-eYFP + Vif (tagged APOBEC3G with the HIV-1 protein that degrades it), YFP fluorescence, overnight | Potency, µM (highest dose often 46.1 µM), without a hit: at the highest dose activity, negative = active, hits mostly inhibitors | 0.076% of 410,000 active;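 note: potency is the fitted concentration of half-maximal effect; % is set by controls: 0 for no effect and ±100 for the full control effect; nearly all actives have a fitted effect of over 60% in size; hits raise eYFP signal because A3G escapes Vif-driven loss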
Target sequence (Q9HC16 whole entry, looked up): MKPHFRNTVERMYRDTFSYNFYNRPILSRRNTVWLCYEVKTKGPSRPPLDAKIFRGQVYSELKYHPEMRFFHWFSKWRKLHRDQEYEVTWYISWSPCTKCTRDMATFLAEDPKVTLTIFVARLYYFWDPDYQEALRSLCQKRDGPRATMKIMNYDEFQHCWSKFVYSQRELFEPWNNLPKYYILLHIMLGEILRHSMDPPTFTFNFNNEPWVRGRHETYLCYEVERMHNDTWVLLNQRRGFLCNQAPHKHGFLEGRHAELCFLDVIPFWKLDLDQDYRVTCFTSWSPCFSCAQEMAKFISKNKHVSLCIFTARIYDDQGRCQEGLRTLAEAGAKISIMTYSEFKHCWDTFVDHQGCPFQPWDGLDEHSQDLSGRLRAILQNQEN
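Read-out is eYFP fluorescence (Ex 488/Em 500-530) from Vif-expressing HeLa A3G-eYFP cells; more signal means A3G escaped Vif-mediated degradation. Cells plated overnight, compound pinned in, incubated overnight at 37 deg C.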
D2 potentiator = HTS Assay for Positive Allosteric Modulators of the Human D2 Dopamine Receptor: Primary Screen for Potentiators; D(2) dopamine receptor (Homo sapiens), P14416; HEK293 T-REx D2, calcium flux, EC20 dopamine potentiation; potentiation, % at 10 µM; 0.34% of 340,000 active; AID 485347, 2010;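 active = potentiation over 3 SD above the plate norm, cut at about 30% in these data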; note: 0% is about no effect
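Potentiation of an EC20 dopamine calcium response measured kinetically over 180 s, after a preceding 180 s compound-only read flagging agonists. Cells: inducible Hek293 Trex D2 line, 4000/well, cultured overnight at 30 C before dye loading.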
D1 agonist = Allosteric Agonists of the Human D1 Dopamine Receptor: qHTS; D(1A) dopamine receptor (Homo sapiens), P21728; 1% of 360,000 active; activation, % at 2 µM; HEK293 T-REx D1 cells, calcium flux, agonist mode; in the data active = activation above about 30%; note: 0% is about no effect
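Tetracycline-induced HEK293 TREx D1 cells, force-coupled to calcium signalling, were dye-loaded with a no-wash calcium kit. Compound was pin-added after a 10 s baseline. Fluorescence was read kinetically at 1 cycle/s for 180 s, with calcium rises flagged as agonism.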
RXFP1 agonist = qHTS Assay for Agonists of the Relaxin Receptor RXFP1; Relaxin receptor 1 (Homo sapiens), Q9HBX9; HEK293T-RXFP1 cAMP TR-FRET, 30 min; response scale: percent of porcine relaxin response, buffer zero; Potency, µM (titrated, usually from 57.5 µM), inactives show top-dose activation, most hits filed as activators; 0.3% of 370,000 active; AID 2676, 2010; note: potency is the fitted concentration of half-maximal effect; % is set by controls: 0 for no effect and ±100 for the full control effect; nearly all actives have a fitted effect of over 60% in size; many of its hits are not listed in these tables
Target sequence (Q9HBX9 whole entry, looked up): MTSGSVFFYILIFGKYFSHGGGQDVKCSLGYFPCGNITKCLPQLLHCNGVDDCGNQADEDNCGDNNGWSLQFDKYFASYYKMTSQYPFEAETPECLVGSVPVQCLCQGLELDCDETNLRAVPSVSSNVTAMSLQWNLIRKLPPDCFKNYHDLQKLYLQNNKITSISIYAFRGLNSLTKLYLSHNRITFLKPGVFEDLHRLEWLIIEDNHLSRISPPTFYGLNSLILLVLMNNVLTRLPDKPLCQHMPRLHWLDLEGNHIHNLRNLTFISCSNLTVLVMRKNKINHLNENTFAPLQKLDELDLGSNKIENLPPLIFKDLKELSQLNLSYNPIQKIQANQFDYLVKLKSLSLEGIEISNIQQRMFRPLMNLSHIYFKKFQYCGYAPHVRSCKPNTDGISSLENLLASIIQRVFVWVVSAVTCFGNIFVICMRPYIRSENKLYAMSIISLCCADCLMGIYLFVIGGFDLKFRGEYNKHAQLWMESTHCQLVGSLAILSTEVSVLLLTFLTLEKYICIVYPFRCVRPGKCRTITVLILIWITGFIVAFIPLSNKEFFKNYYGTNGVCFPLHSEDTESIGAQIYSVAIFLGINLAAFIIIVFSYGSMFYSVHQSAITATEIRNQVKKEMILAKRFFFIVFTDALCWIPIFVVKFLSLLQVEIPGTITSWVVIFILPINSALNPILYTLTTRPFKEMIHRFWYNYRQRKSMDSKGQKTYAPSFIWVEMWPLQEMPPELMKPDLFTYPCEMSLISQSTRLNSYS
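Agonist response is measured as cAMP accumulation in an RXFP1-transfected HEK293T line under PDE4 inhibition. Values are scaled between buffer-only and 29 nM porcine relaxin, and EC50s come from standard Hill equation fits.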
RXFP1 antagonist = qHTS Assay for Antagonists of the Relaxin Receptor RXFP1. activity change, negative = inhibition, % at 57.5 µM. 0.59% of 350,000 active. Relaxin receptor 1 (Homo sapiens), Q9HBX9. HEK293-RXFP1, relaxin-stimulated cAMP HTRF, 30 min; active compounds read low;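 active = activity change of -60% or lower, but not beyond a set lower limit; inconclusive = change between -60% and -40%, or beyond the set limit; inactive = change above -40%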; note: % is set by controls: 0 for no effect and ±100 for the full control effect
* marks the source's active call; other numbers are inactive results; u = inconclusive; x = no result given; & = joins results of further samples. Unless noted, calls come from the whole dose curve; as a rule, active = well fitted curve in the direction sought with a large enough effect; inconclusive = small, poorly fitted or top-dose-only effect, or another doubt; inactive = no such curve, though single readings can be large; an effect the other way counts as inactive or inconclusive.

Value order: GRP78 ERSR act | D1 antagonist | Vif-A3F inh | D1 potentiator | Vif-A3G inh | D2 potentiator | D1 agonist | RXFP1 agonist | RXFP1 antagonist
O=C(C1=C(O)C(=O)N(Cc2ccccc2)C1c1cccnc1)c1ccco1 (centres undefined)
    -5% | x | 10% | x | 0% | x | x | x | 12
Cn1c(CNC(=O)C(Cc2ccccc2)NC(=O)c2cccc(F)c2)cc(=O)n(C)c1=O (centres undefined)
    0% | -1 | -8% | -4 | -5% | 11 | 5 | 0.1% | 13
Cc1ccc(Sc2ncccc2COC(=O)Nc2ccccc2)cc1
    1% | -19 | -12% | -2 | 4% | -3 | 6 | 2.1% | 4
OCCNc1nc2ccccc2nc1NCCO
    -2% | 12 | -3% | -5 | 0% | 2 | 2 | 2.5% | -2
O=C(NNC(=O)c1cccc2ccccc12)c1ccc(Br)cc1
    -1% | x | 6% | x | 0% | x | x | x | -10
Cn1cccc1Cc1nnc(SCC(=O)Nc2ccc3c(c2)OCCO3)n1-c1ccc(F)cc1
    1% | 3 | 2% | -2 | -9% | 5 | 2 | 6.0% | -6
CC(=O)Nc1ccc(NC(=O)C(F)(F)F)cc1
    -3% | 10 | -15% | 1 | -7% | -6 | 1 | 2.1% | 8
CN(C(=O)c1ccc(N2CCOCC2)c([N+](=O)[O-])c1)C1CCCCC1
    -3% | 3 | -17% | -1 | 1% | -1 | 2 | 1.3% | 0
Cc1cc(C)nc(NS(=O)(=O)c2ccc(Br)cc2)n1
    -3% | -3 | -1% | -1 | 0% | x | 5 | -0.3% | -8
Cc1ccc(CC(=O)Nc2ccc(C(=O)N3CCCCC3)cc2)cc1
    4% | 7 | 3% | -2 | 6% | -1 | 16 | -2.1% | -2
COc1c(C)cc(Br)cc1C(=O)NCc1cccnc1
    -5% | -2 | 3% | 0 | 0% | -10 | 0 | 3.2% | 18
COC(=O)c1c(C)[nH]c(C(=O)COC(=O)CCc2ccc(OC)c(OC)c2)c1C
    -1% | x | -5% | x | -5% | x | x | x | 6
CCOC(=O)N1CCN(S(=O)(=O)c2ccc3[nH]c(=O)sc3c2)CC1
    -3% | -5 | 9% | 6 | 0% | -7 | 3 | 0.4% | -11
C/C(=N\NC(=O)c1ccc2c(c1)OCO2)c1ccc2c(c1)OCO2
    -2% | -5 | 12% | 4 | -8% | 9 | 4 | -0.5% | 5
CC(=O)c1sc(NC(=O)c2ccccc2F)nc1-c1ccccc1
    9% | -15 | 0% | -4 | -6% | 2 | 3 | u | -24
CC1(C)CC(=O)C2=C(C1)Nc1ccccc1N=C2
    x | -11 | x | 10 | x | x | 39* | 1.0% | x
COc1ccccc1N1CCC(N2CCN(CC(C)(C)C)C(CCO)C2)CC1 (centres undefined)
    -2% | 9 | 0% | -3 | -1% | 24 | 1 | -0.2% | -4
Cc1cc(C)nc(SC2CCCCC2NS(=O)(=O)c2ccccc2)n1 (centres undefined)
    -6% | 6 | 5% | 8 | 0% | -4 | 1 | 0.1% | -6
O=C(Nc1oc2ccccc2c(=O)c1-c1ccc(Cl)cc1)c1ccco1
    -1% | 34 | -1% | -6 | -7% | -4 | 0 | 0.6% | -20
CCC(C)S(=O)(=O)c1oc(-c2ccc(F)cc2)nc1S(=O)(=O)c1ccc(F)cc1 (centres undefined)
    -11% | 1 | 2% | 0 | -27% | 13 | 0 | 1.7% | u
Cc1ccc(S(=O)(=O)N(C)C)cc1NC(=S)NC12CC3CC(CC(C3)C1)C2
    -5% | 0 | -4% | 0 | 6% | -24 | 7 | 0.8% | -16
O=C(Nc1ccc(O)cc1)c1ccc(NC(=O)c2ccco2)cc1
    9% | -17 | 3% | -5 | -1% | 26 | 0 | -0.4% | -9
CCCCc1cc(=O)oc2cc(C)cc(OCC(=O)NCc3ccccn3)c12
    -4% | 5 | 6% | -4 | -5% | -1 | 0 | 2.3% | -40
CC1CC(=O)N(c2ccc(NCc3ccccc3Cl)c([N+](=O)[O-])c2)C1=O (centres undefined)
    -3% | -14 | 1% | 7 | -4% | -5 | 3 | -0.2% | 0
O=C1CCCC(=O)C1=Cc1c[nH]c2ccccc12
    -2% | 5 | 0% | 6 | 0% | -7 | 0 | -0.6% | 4
COc1ccc(-n2nc(C(=O)NCC(=O)NCCCN3CCC(C)CC3)c3ccccc3c2=O)cc1Cl
    -5% | 14 | 0% | -2 | 0% | -15 | -3 | 5.8% | -5
CCOC(=O)C1CCN(C(=O)c2ccc(C)o2)CC1
    -1% | x | 0% | x | -2% | x | x | x | -2
COc1ccc(OC)c(NC(=O)C(C)n2nc(C)c3c(C)n(-c4ccccc4)nc3c2=O)c1 (centres undefined)
    -2% | -1 | -12% | -1 | 0% | 2 | 3 | 1.0% | -17
COC(=O)CCNC(=O)c1ccc2[nH]c(C)c(C)c2c1
    3% | -14 | -3% | -1 | 2% | -3 | 1 | -0.5% | 0
O=C(Nc1ccc(Br)cc1)C1CCCN1S(=O)(=O)c1ccc(F)cc1 (centres undefined)
    x | -14 | x | -3 | x | -20 | 4 | 0.7% | -23
CCCNS(=O)(=O)c1ccc(OCC(=O)N(C)Cc2ccccc2)cc1
    2% | -3 | 4% | -13 | -6% | 6 | 1 | -2.6% | -2
CS(=O)(=O)N1CCC(C(=O)N2CCN(Cc3ccccc3)CC2)CC1
    -9% | -4 | -7% | -1 | 2% | -8 | 12 | -2.2% | -9
CC(C)(C)NC(=S)NC(=O)C12CC3CCC(CC(C3)C1)C2
    -1% | 4 | 2% | 14 | -4% | 18 | 2 | -0.5% | -11
CCc1ccc(NC(=O)Cn2cc(S(=O)(=O)N3CCCC3)c(S(=O)(=O)N3CCCC3)c2)cc1
    -2% | 8 | -5% | 3 | -6% | 4 | 0 | 0.4% | -4
Oc1[nH]c2ccccc2c1N=NC(=S)NCC1CCCO1 (centres undefined)
    3% | -45* | -6% | -3 | 0% | 3 | 1 | 1.6% | -4
CCOC(=O)N1CCc2c(sc3ncn(C)c(=O)c23)C1
    0% | -5 | 7% | 3 | -1% | 4 | 7 | u | -6
O=C1CN(C(=O)CCN2CCOCC2)C(c2ccccc2)c2cc(Br)ccc2N1 (centres undefined)
    0% | 9 | -10% | 6 | 3% | 6 | 0 | 1.5% | 10
Cc1ccc(NC(=O)[C@H](C)NC(=O)C2CCN(C(=O)[C@@H](N)CC(C)C)CC2)cc1
    -3% | -18 | -1% | 1 | 1% | 0 | 2 | -0.2% | -6
Cc1cccc(N(CC(=O)NCC2CCCO2)C(=O)CNS(=O)(=O)c2ccc(Cl)cc2)c1 (centres undefined)
    -3% | 3 | -7% | -1 | -8% | -2 | 3 | -6.2% | 15
Cc1ccc(NC(=O)OCCN2CCN(S(=O)(=O)c3ccc(C)cc3)CCC2=O)cc1
    -4%&-7% | 5 | -13% | -2 | -3% | -1 | -5 | -0.7% | x
Cc1nc(-c2ccccc2)cc(N2CCCC2)n1
    -2% | -3 | -8% | -1 | 2% | 3 | 3 | 0.1% | -5
O=C(Nc1cccc(-c2cnc3ccccc3n2)c1)c1ccco1
    -1% | -16 | 11% | 0 | -7% | 5 | 1 | 0.2% | 4
COc1ccc(NC2CCCN(C(=O)c3ccc(C(C)=O)cc3)C2)cc1 (centres undefined)
    0% | 10 | 1% | -4 | 3% | -7 | 4 | -5.7% | -9
O=C(O)c1cccc(CSc2nc(-c3ccc(Cl)cc3)cc(C(F)(F)F)n2)c1
    -3% | -37* | -5% | 0 | 1% | 8 | 9 | 0.0% | 10
O=C(CSc1nnc(NC(=O)c2ccccc2F)s1)NC1CCCC1
    -7% | -2 | 8% | -3 | 0% | -5 | 5 | -3.6% | -11
Cc1nc2c(=O)[nH]c3ccccc3c2o1
    2% | -2 | 0% | -1 | -3% | 10 | 1 | 1.4% | 5
O=C(CC1SC(=Nc2ccccc2)N(CCO)C1=O)Nc1ccccc1 (centres undefined)
    -3% | 4 | -1% | -2 | -9% | 9 | 6 | 1.1% | 3
COc1ccc(NC(=O)c2oc3ccccc3c2NC(=O)Cc2coc3cc(C)ccc23)cc1
    -2% | -3 | -3% | 0 | 2% | 5 | 4 | -0.3% | -5

Marked active in D1 agonist, among the entries above:
Compound | D1 antagonist | D1 potentiator | Vif-A3G inh | D2 potentiator | D1 agonist | RXFP1 agonist | RXFP1 antagonist
CC1(C)CC(=O)C2=C(C1)Nc1ccccc1N=C2 | -11 | 10 | x | x | 39* | 1.0% | x

Part of the list above, bar-delimited:
Molecule | GRP78 ERSR act | D1 antagonist | Vif-A3F inh | D1 potentiator | Vif-A3G inh | D2 potentiator | D1 agonist | RXFP1 agonist | RXFP1 antagonist
Cc1nc(-c2ccccc2)cc(N2CCCC2)n1 | -2% | -3 | -8% | -1 | 2% | 3 | 3 | 0.1% | -5
O=C(Nc1cccc(-c2cnc3ccccc3n2)c1)c1ccco1 | -1% | -16 | 11% | 0 | -7% | 5 | 1 | 0.2% | 4
COc1ccc(NC2CCCN(C(=O)c3ccc(C(C)=O)cc3)C2)cc1 (centres undefined) | 0% | 10 | 1% | -4 | 3% | -7 | 4 | -5.7% | -9
O=C(O)c1cccc(CSc2nc(-c3ccc(Cl)cc3)cc(C(F)(F)F)n2)c1 | -3% | -37* | -5% | 0 | 1% | 8 | 9 | 0.0% | 10
O=C(CSc1nnc(NC(=O)c2ccccc2F)s1)NC1CCCC1 | -7% | -2 | 8% | -3 | 0% | -5 | 5 | -3.6% | -11
Cc1nc2c(=O)[nH]c3ccccc3c2o1 | 2% | -2 | 0% | -1 | -3% | 10 | 1 | 1.4% | 5
O=C(CC1SC(=Nc2ccccc2)N(CCO)C1=O)Nc1ccccc1 (centres undefined) | -3% | 4 | -1% | -2 | -9% | 9 | 6 | 1.1% | 3
COc1ccc(NC(=O)c2oc3ccccc3c2NC(=O)Cc2coc3cc(C)ccc23)cc1 | -2% | -3 | -3% | 0 | 2% | 5 | 4 | -0.3% | -5

These rows are one share of the data, so the mix of outcomes need not match the whole.
